Compound activity from PubChem.
S3 lipid droplet – qHTS Assay for Lipid Storage Modulators in Drosophila S3 Cells; Potency in µM for hits, for the others lipid storage change, negative = inhibition, % at the top dose, mostly 46.1 µM; Drosophila S3 cells, BODIPY lipid droplet fluorescence, 18-24 h; cells fed with added oleic acid; AID 2685, 2010; hit rate 0.64% among 320,000; active = well fitted inhibition curve with a large enough effect in the signal ratio, with a control signal flat, not every such curve was filed as active; inconclusive = small, poorly fitted or top-dose-only effect, or effect the other way, or a change in a side signal; the % refers to the signal ratio
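Drosophila S3 cells got compounds at several concentrations plus oleic acid (400 uM solution). Laser-scanning cytometry with 488 nm excitation read lipid droplets at 500-530 nm and cells at 575-640 nm. Percent activity was relative to 20 uM Triacsin C.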
S3 lipid droplet cell count max – second read-out of S3 lipid droplet, no call of its own (marks repeat the call); cell number change, %; measured here: cell count max response;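 cells counted by Cell Tracker Red CMTPX staining in the red channel; peak over a dose series mostly up to 46.1 µM; percent activity relative to internal control wells on each plate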
Numbers without * were called inactive; i = inactive; u = inconclusive; x = not tested or not shown; [ ] = remark or other dose. % is set by controls: 0 for no effect and ±100 for the full control effect; potency is the fitted concentration of half-maximal effect.

S3 lipid droplet	S3 lipid droplet cell count max	SMILES
u	x	CCOC(=O)N1CCN(C(=O)COc2ccc(S(=O)(=O)NC3CCCCC3)cc2C)CC1
9%	-1	O=C(CCNS(=O)(=O)c1ccccc1F)N1CCN(C/C=C/c2ccccc2)CC1
7%	8	CCN(Cc1ccccc1)S(=O)(=O)c1ccc2c(c1)NC(=O)CC(=O)N2
u	x	CCc1ccc(OC(=O)Nc2ccccc2)cc1
0%	-1	C=CCOc1c(CNc2ccc(C(=O)O)cc2)cccc1OCC
15%	x	O=C(NN=C(Cc1ccccc1)Cc1ccccc1)c1ccc(F)cc1
-5%	-20	CC(=O)Nc1ccc(S(=O)(=O)NC2(C(F)(F)F)C(=O)Nc3c2c(=O)[nH]c(=O)n3Cc2ccccc2)cc1 (centres undefined)
u	x	CC(NS(=O)(=O)c1ccccc1)C(=O)Nc1ccc2c(c1)OCCO2 (centres undefined)
u	x	CCN1CCN(CCCN(Cc2ccco2)C(=S)Nc2cccc(Cl)c2C)CC1
u	x	Cc1c(C)c2c(OCC(=O)NCc3ccccn3)cc3c(c2oc1=O)CCC(C)(C)O3
u	x	CC(=O)OCCn1c2nc(=O)[nH]c(=O)c-2nc2cc(C)c(C)cc21
u	x	Cc1ccc(NC(=O)N2CCN(c3ccccn3)CC2)cc1
23%[9.22 µM]	16	CCN(Cc1ccccc1)C(=O)/C=C/c1ccccc1[N+](=O)[O-]
u	x	CC(NC(=O)CN1C(=O)NC2(CCCCC2C)C1=O)c1ccccc1 (centres undefined)
i	3	Cc1ccc(CSCC(=O)Nc2ccccc2)cc1

Another view of part of the listing above.
CC(=O)Nc1ccc(S(=O)(=O)NC2(C(F)(F)F)C(=O)Nc3c2c(=O)[nH]c(=O)n3Cc2ccccc2)cc1 (centres undefined)
  S3 lipid droplet = -5% | S3 lipid droplet cell count max = -20

CC(NS(=O)(=O)c1ccccc1)C(=O)Nc1ccc2c(c1)OCCO2 (centres undefined)
  S3 lipid droplet = u | S3 lipid droplet cell count max = x

The list goes on.
S3 lipid droplet	S3 lipid droplet cell count max	SMILES
-12%	-13	NNC(=O)c1cccc(COc2ccccc2Br)c1
u	x	COc1ccc(N2C(=O)CCC(C(=O)NCc3ccccn3)C2c2ccc(OC)c(OC)c2)cc1 (centres undefined)
u	x	COC(=O)CCCn1nc(NC(=O)COc2ccc(F)cc2)cc1C
u	x	COc1cc(/C=N/N2C(C)CCCC2C)cc(Br)c1O (centres undefined)
4.6µM*	x	CCOC(=O)N1CCN(S(=O)(=O)N2CCCC(C(=O)NCCc3ccc(OCC)c(OCC)c3)C2)CC1 (centres undefined)
u	x	Cc1ccc(-c2noc(-c3ccccc3C(=O)NCC3CCCO3)n2)cc1 (centres undefined)
u	x	COc1ccc(N(CC(=O)NCc2ccccc2)S(=O)(=O)c2c(C)nn(C)c2C)cc1
u	x	CC(C)(C)OC(=O)N[C@@H](Cc1ccccc1)c1nnc(S(=O)(=O)Cc2ccccc2)o1
18%	12	COc1ccccc1/C=N/Nc1cc(C)nc(N2CCOCC2)n1
i	-5	CCCCc1nnc(NC(=O)CCS(=O)(=O)c2ccc(Cl)cc2)s1
-15%	-12	COc1ccccc1NC(=O)CN1CCN(CC(=O)Nc2ccc(Cl)c(C(F)(F)F)c2)CC1
u	x	COc1ccc(-c2ccc(CCC(=O)O)n2CC(=O)Nc2ccccc2C)cc1
-4%	-6	CC1CC2OC(=O)C3(C)CCCC(C)(C23)C1(O)CCc1ccoc1 (centres undefined)
u	x	COc1ccc(CC(NC(C)=O)C(=O)NC2CCN(S(=O)(=O)c3ccc(NC(C)=O)cc3)CC2)c(OC)c1 (centres undefined)
u	x	Cc1ccc(C(=O)Oc2cc(N)n(S(=O)(=O)c3ccc(F)cc3)n2)cc1

Additional structures follow:
S3 lipid droplet	S3 lipid droplet cell count max	SMILES
u	x	O=C(O)CCCNC(=O)OCc1ccccc1
u	x	CC(C)[C@H](NC(=O)OCc1ccccc1)C(=O)OCC(=O)N1CCN(c2ccccc2)CC1
4%	9	CCCC(c1nnnn1Cc1ccc(F)cc1)N1CCN(C)CC1 (centres undefined)
u	x	CCc1cccc(NC(=O)CSC2=NS(=O)(=O)c3ccccc32)c1
u	x	O=C(Cn1cnc2ccccc2c1=O)Nc1ccc(-c2nnc3n2CCCCC3)cc1
7%	11	Cn1nc(C(=O)N2CCN(C(c3ccccc3)c3ccccc3)CC2)c2ccccc2c1=O
u	x	Cc1ccc(-n2c(SCC(=O)N/N=C/C=C/c3ccccc3[N+](=O)[O-])nc3ccccc3c2=O)cc1
8%	1	Cc1ccc(NC(=O)CN(C)C(=O)c2nn(C)c(=O)c3ccccc23)cc1
u	x	Clc1ccc(OCCOCCNCc2ccccc2)cc1Cl
-17%	-11	CCCCCC(=O)N1CC2(CC(c3cccc(NC(=O)[C@@H]4CCC(=O)N4)c3)=NO2)C[C@@H]1C(N)=O (some centres undefined)
u	x	CCCc1nc2oc3c(NCC(C)O)ncnc3c2c2c1CCCC2 (centres undefined)
u	x	CCC(C(=O)NC1CCCCCC1)n1nc(C)c2c(C)n(-c3ccccc3)nc2c1=O (centres undefined)
i	x	CCn1c(=O)cc(OCC(=O)NCc2ccc(C)o2)c2ccccc21
u	x	CCCCc1nnc(NC(=O)c2ccccc2OCc2c(C)noc2C)s1
u	x	CCOCC(=O)Nc1cc(S(=O)(=O)N2CCOCC2)ccc1N1CCCCC1

Compounds shown so far containing a COOH group, in the order listed:
S3 lipid droplet	S3 lipid droplet cell count max	SMILES
0%	-1	C=CCOc1c(CNc2ccc(C(=O)O)cc2)cccc1OCC
u	x	COc1ccc(-c2ccc(CCC(=O)O)n2CC(=O)Nc2ccccc2C)cc1
u	x	O=C(O)CCCNC(=O)OCc1ccccc1

(cont.)
S3 lipid droplet	S3 lipid droplet cell count max	SMILES
u	x	Cc1cc(NC(=O)Cc2ccsc2)ccc1Br
i	7	c1cncc(-c2noc(CC3CCCCC3)n2)c1
u	x	CN1CCN(S(=O)(=O)c2cccc(C(=O)NCc3ccc(Cl)cc3)c2)CC1
i	x	CCCCc1c(O)nc(SCC(=O)Nc2ccc(C)cc2)n(-c2ccc(OC)cc2)c1=O
u	x	O=C(CSCc1ccccc1)Nc1ccccc1C(=O)Nc1ccc(C(=O)O)cc1
u	x	CC1Cc2nc(SCC(=O)Nc3ccc4c(c3)OCO4)n(Cc3ccccc3)c(=O)c2S1 (centres undefined)
-14%	-18	COCC(C)NC(=O)CSc1nnc(-c2cccc(S(=O)(=O)N3CCCCC3)c2)o1 (centres undefined)
-13%	6	CN1CCN(C(=O)c2ccccc2NC(=O)c2cccc(Cl)c2)CC1
-10%	7	CCCSc1nc(C)cc(C)c1S(=O)(=O)c1ccccc1C
9%	22	CC(=O)C1=C(c2ccccc2)NC(=O)NC1c1ccc(O)c(O)c1 (centres undefined)
u	x	Cc1ccc(NC(=O)c2cccc(N3C(=O)C4C5C=CC(C5)C4C3=O)c2)cc1C (centres undefined)
u	x	Cc1ccc(NS(=O)(=O)c2ccc(-c3cnc(C4CC4)o3)cc2)cc1
-10%	17	Cc1cccc(N(C)S(=O)(=O)c2nnc(NC(=O)c3ccco3)s2)c1
u	x	COc1cc(OC)cc(C(=O)N2CCN(c3ccc(N4CCOCC4)nn3)CC2)c1
i	x	COc1ccc(Cl)cc1NC(=O)Cn1nnc(C(=O)NCCc2ccc(OC)c(OC)c2)c1N

(continued)
S3 lipid droplet	S3 lipid droplet cell count max	SMILES
i	27	O=C(CSc1nc2ccccc2s1)CSc1nc2ccccc2s1
u	x	Cc1cc2nncn2c(Cc2ccccc2)n1
-6%	16	COC(=O)C1=C(C)N(C2CCCCC2)C(=O)C1
u	x	O=C(CCCOc1ccc(Cl)cc1)Nc1nncs1
i	-20	CCOC(=O)C1=C(C)N=c2s/c(=C3\C(=O)Nc4ccccc43)c(=O)n2C1c1ccc2c(c1)OCO2 (centres undefined)
-4%	-4	CC(C(=O)N1CCCCC1)N1CCN(S(=O)(=O)c2ccc(Cl)cc2)CC1 (centres undefined)
i	x	CS(=O)(=O)N1CCC(C(=O)Nc2ccc(Oc3ccccc3)cc2)CC1
u	x	CCOC(=O)Cc1c(C)[nH]c(=S)[nH]c1=O
15%	11	CN1C2CCC1/C(=C\c1ccccc1F)C(=O)/C2=C/c1ccccc1F
-13%	-8	CCNC(=S)N1CCN(Cc2ccccc2)CC1
u	x	O=C(COc1ccccc1Cl)Nc1ccc(S(=O)(=O)Nc2ccccn2)cc1
2%	11	CCCOc1ccc(N2C(=O)CC(NCCc3ccc(S(N)(=O)=O)cc3)C2=O)cc1 (centres undefined)
6%	8	CC1CCN(S(=O)(=O)N2CCC(C(=O)NCc3cccnc3)CC2)CC1
-5%	1	Cc1nnc(SCC(=O)NCc2ccccc2Cl)n(N)c1=O
i	x	COc1ccc(S(=O)(=O)Nc2nc3ccccc3s2)cc1

(cont.)
S3 lipid droplet	S3 lipid droplet cell count max	SMILES
i	-9	Cc1cccc(NC(=O)CSc2cccc3cccnc23)c1
u	x	COc1cc2c(cc1OC)C1=C(C#N)CN(C3CCCCC3)CN1CC2
-1%	3	CNC(=O)NC(=O)COC(=O)c1ccc(-n2c(C)ccc2C)cc1
u	x	COc1ccc(Cl)cc1NC(=O)C1CCCN(S(C)(=O)=O)C1 (centres undefined)
u	x	COc1ccc(C)cc1S(=O)(=O)N(CC(=O)Nc1ccc2c(c1)OCCO2)Cc1ccccc1
u	x	Cc1ccc(C(=O)N2CCCCCC2)cc1S(=O)(=O)Nc1ccccc1
7%	0	COc1ccc(C(=O)N2CCN(Cc3nc(CC4CC4)no3)CC2)cc1
i	9	Nc1c(Br)c(=O)[nH]c(=O)n1-c1ccc(F)cc1
u	x	COc1ccc(CNC(=O)COc2cc3c(c4oc(=O)cc(C)c24)CCC(C)(C)O3)cc1
1%	12	CCOC(=O)Cn1c(=NC(=O)C(C)C)sc2c(C)cc(C)cc21
u	x	Cc1ccc(CNC(=O)C2CCC(CNc3nc(=S)[nH]c4ccccc34)CC2)cc1 (centres undefined)
i	-1	CC(C)c1ccc(C(=O)Nc2nnc(S(=O)(=O)N3CCCCC3)s2)cc1
1%	19	CCCN1CCN(CCCNC(=O)CCn2nc(-c3ccccc3)ccc2=O)CC1
u	x	Cc1cc(=O)oc2cc(OCC(=O)OCC(=O)NC(=O)NC(C)C)ccc12
-15%	x	COc1ccc(-c2[nH]nc3c2C(c2ccccc2OC(=O)N2CCOCC2)C(C#N)=C(N)O3)cc1 (centres undefined)

Carrying on:
S3 lipid droplet	S3 lipid droplet cell count max	SMILES
21%[9.22 µM]	11	CCOc1ccc(N(CC(=O)Nc2ccc(C)cc2)S(=O)(=O)c2c(C)noc2C)cc1
19%	x	O=C(COC(=O)CCS(=O)(=O)c1ccccc1)Nc1cc(S(=O)(=O)N2CCCCC2)ccc1Cl
0%	6	CC(=O)c1sc(-c2ccc(F)cc2)cc1NS(=O)(=O)c1ccccc1
u	x	CC(Oc1ccc(F)cc1)C(=O)Oc1ccc(N(C)S(=O)(=O)c2ccccc2)cc1 (centres undefined)
-24%	12	O=C(Nc1ccc(S(=O)(=O)N2CCCCC2)cc1)C1CCN(C(=O)c2ccco2)CC1
u	x	CCc1ccc(-n2cc(-c3ccc(F)cc3)[n+]3c2SCCC3)cc1
0%	-10	CC1=CC(C)(C)N(C(=O)Nc2ccccc2)c2ccccc21
9%	-6	CN(C)c1ccc(/C=C(/NC(=O)c2ccccc2)C(=O)N/N=C/c2ccc([N+](=O)[O-])c(O)c2)cc1
u	x	COC(=O)c1onc(-c2ccccc2)c1C(=O)OC
u	x	COc1ccc(/C=N/NC(=O)c2ccccc2OC)cc1COc1ccc(C)cc1
u	x	COC(=O)c1ccc(C(=O)OC)c(NC(=O)Nc2ccc3c(c2)OCO3)c1
u	x	O=C(NCCCN1CCOCC1)c1cc(C(=O)C2CCCCC2)c[nH]1
-24%	-2	Cc1nn(C(C)C(=O)Nc2ccc(Cl)cn2)c(C)c1[N+](=O)[O-] (centres undefined)
i	x	CCOC(=O)CN(C(=O)CSc1nnc(CNc2ccc(F)cc2)n1C)c1ccccc1
u	x	O=C(COC(=O)c1ccc2c(c1)C(=O)N(CCc1ccccc1)C2=O)Nc1ccc(OC(F)F)cc1

Going on with the list.
S3 lipid droplet	S3 lipid droplet cell count max	SMILES
u	x	COc1ccc(C)cc1S(=O)(=O)Nc1ccccc1C
12%	13	C/C(=N\NC(=O)c1ccc(Cl)cc1)c1cccc(NC(=O)c2cccnc2)c1
i	8	Cc1cc(OC(=O)c2ccccc2Br)c([N+](=O)[O-])c(=O)[nH]1
8%	19	O=[N+]([O-])c1cc(S(=O)(=O)Nc2ccccc2)ccc1N1CCN(c2ccc(O)cc2)CC1
-5%	7	O=C(NCCc1nc2ccccc2[nH]1)/C(=C/c1ccco1)NC(=O)c1ccc(Br)cc1
1%	-5	CC(=O)c1ccc(NC(=O)C(C)Sc2nnc(C3CC3)n2C2CC2)cc1 (centres undefined)
u	x	COC(=O)c1ccc(COC(=O)c2ccc(C)c(S(=O)(=O)N3CCCCC3)c2)cc1
u	x	O=C(O)CSCC(=O)NCc1ccccc1
u	x	O=C(c1ccc(N2CCOCC2)c([N+](=O)[O-])c1)N1CCN(S(=O)(=O)c2cccs2)CC1
8%	-8	Cc1nnc(-c2ccccc2)[nH]c1=O
15%	6	CCOc1cccc(C(=O)Nc2ccncc2)c1

The list is partial. The share of hits here may be higher or lower than overall.
